Source: PubChem
EPAC1 agonist – EPAC1 (human) agonism. AID 720707. actives 0.073% (n = 360,000). Potency, µM (titrated, usually from 154 µM), inactives show top-dose activation, usual class: activators. EPAC1 agonist qHTS, biochemical assay; response scale: 100% = response to 6.5 mM cAMP; also: nearly all actives have a fitted effect of over 60% in size
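Compounds were pinned as a concentration titration into mixtures of EPAC1 (100 nM), BODIPY-GDP-loaded Rap1B (250 nM) and GDP (50 uM). After 5 min at room temperature, fluorescence was followed for 30 min; activity was scaled to 6.5 mM cAMP.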
TDP43 rescue – TDP-43 toxicity inhibition in yeast. Potency, µM (series often up to 46.1 µM), inactives show at the highest dose growth rescue (activation), most hits filed as activators. actives 1.8% (n = 410,000). TDP-43 expressing yeast growth rescue, BacTiter-Glo, 24 h; also: % of control where 0% means no effect; nearly all actives have a fitted effect of over 50% in size
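Luminescence from BacTiter-Glo reports growth of TDP-43-expressing yeast after 24 hr at 30 deg C with compound. Cells were raffinose-pregrown to mid-log, then seeded in galactose medium at OD600=0.02.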
PTHR1 agonist – activates the human parathyroid hormone receptor PTHR1; Potency, µM (series often up to 115 µM), for the others: at the highest dose activation, usual class: activators; actives 0.075% (n = 410,000); HEK293 GP2 PTHR1 cells, GloSensor cAMP luminescence, 1 h; Q03431; also: nearly all actives have a fitted effect of over 55% in size; some results filed as inactive show a strong effect at the top dose; inactives centre near -15; many of its hits are not listed in these tables
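HEK-293-derived GP2 cells expressing PTHR1 and a GloSensor cAMP reporter, 3,000/well, plated overnight, given luciferin plus IBMX (each 0.5 mM as added) for 1 h at 37 °C, then compound for 1 h at 37 °C. Luminescence was read after 15 min at room temperature.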
EPAC2 antag – antagonists of human EPAC2; EPAC2 GEF exchange of Rap1B-BODIPY-GDP, fluorescence; Potency, µM (series often up to 114 µM), without a hit: at the highest dose activity, negative = inhibition, hits mostly inhibitors; actives 0.18% (n = 360,000); Q8WZA2; also: % is scaled to controls: 0 for no effect and ±100 for the full control effect; nearly all actives have a fitted effect of over 45% in size; many of its hits are not listed in these tables
Target sequence (Q8WZA2 whole entry, looked up): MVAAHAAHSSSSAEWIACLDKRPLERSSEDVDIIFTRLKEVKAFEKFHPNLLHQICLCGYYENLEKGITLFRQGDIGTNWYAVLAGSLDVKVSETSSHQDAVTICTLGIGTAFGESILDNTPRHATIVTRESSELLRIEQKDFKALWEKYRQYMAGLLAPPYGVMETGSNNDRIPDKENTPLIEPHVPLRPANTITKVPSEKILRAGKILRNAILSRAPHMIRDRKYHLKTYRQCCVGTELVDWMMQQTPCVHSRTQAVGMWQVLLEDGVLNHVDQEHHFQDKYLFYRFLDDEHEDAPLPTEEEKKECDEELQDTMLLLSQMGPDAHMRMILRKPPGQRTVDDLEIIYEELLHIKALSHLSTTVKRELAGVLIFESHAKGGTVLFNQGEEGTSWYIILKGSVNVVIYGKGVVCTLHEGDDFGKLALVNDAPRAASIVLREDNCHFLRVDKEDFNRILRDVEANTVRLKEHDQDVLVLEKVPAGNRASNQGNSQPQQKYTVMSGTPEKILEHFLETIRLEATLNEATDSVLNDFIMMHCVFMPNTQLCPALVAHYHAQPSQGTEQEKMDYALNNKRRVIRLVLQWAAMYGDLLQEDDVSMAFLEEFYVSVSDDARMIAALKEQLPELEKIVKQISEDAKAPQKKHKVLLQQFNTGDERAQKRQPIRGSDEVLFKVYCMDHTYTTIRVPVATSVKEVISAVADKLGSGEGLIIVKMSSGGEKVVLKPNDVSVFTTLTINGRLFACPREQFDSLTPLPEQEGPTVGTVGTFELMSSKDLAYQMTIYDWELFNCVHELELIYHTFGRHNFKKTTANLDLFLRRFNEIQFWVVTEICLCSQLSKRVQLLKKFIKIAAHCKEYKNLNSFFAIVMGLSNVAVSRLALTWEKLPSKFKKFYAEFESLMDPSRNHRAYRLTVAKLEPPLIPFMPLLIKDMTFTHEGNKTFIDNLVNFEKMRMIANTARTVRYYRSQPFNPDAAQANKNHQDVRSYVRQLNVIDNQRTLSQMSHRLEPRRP
EPAC2 ag – activates human EPAC2 exchange factor; Q8WZA2; EPAC2 activation, biochemical qHTS; response scale: 100% = 6.5 mM cAMP response; Potency, µM (titrated, usually from 154 µM), without a hit: at the top dose activation, usual class: activators; actives 0.079% (n = 360,000); AID 720711; also: nearly all actives have a fitted effect of over 50% in size
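Setup: EPAC2 100 nM, labeled Rap1B complex 250 nM, free GDP 50 uM. Compound titrations pinned in, brief spin, 5 min room temperature incubation. Kinetic fluorescence read over 30 min, normalized to 6.5 mM cAMP.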
EPAC1 antag – antagonists of human EPAC1 | O95398 | EPAC1 GEF assay, Rap1b-BODIPY-GDP exchange fluorescence | Potency, µM (top dose mostly 115 µM), without a hit: at the top dose activity change, negative = inhibition, usual class: inhibitors | actives 0.14% (n = 360,000) | AID 720709;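 also: plate controls were vehicle for no effect and positive control for full effect; nearly all actives have a fitted effect of over 50% in size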
aSyn rescue – inhibitors of alpha-synuclein toxicity in yeast; Yeast expressing alpha-synuclein, growth rescue, BacTiter-Glo, 24 h; Potency, µM (series often up to 46.1 µM), without a hit: at the highest dose growth rescue (activation), actives largely listed as activators; actives 0.14% (n = 370,000); also: % of control where 0% means no effect; nearly all actives have a fitted effect of over 65% in size
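Galactose-induced alpha-syn yeast (OD600=0.02, raffinose-pregrown) + pinned cpd, 24 hr, 30 deg C; growth by BacTiter-Glo luminescence. Growth restoration scores as activation.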
FUS yeast rescue – FUS proteinopathy suppression in yeast. S. cerevisiae FUS-expressing, growth rescue, OD600, 24 h. Potency, µM (top dose mostly 76.6 µM), inactives show top-dose growth rescue (activation), most hits filed as activators. actives 0.24% (n = 390,000). AID 1347120;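 also: plate controls were DMSO vehicle for no effect and reference control for full effect; nearly all actives have a fitted effect of over 55% in size; some results filed as inactive show a strong effect at the top dose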
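Compound concentration series was pinned onto galactose-induced FUS-expressing yeast seeded at OD 0.005. Plates sat 24hr at 30C; absorbance at 600 nm gave growth. DMSO served as background control.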
The depositor's hits bear a star; i = inactive; ? = inconclusive; . = not tested or not shown; & = joins results of further samples; [ ] = dose if it differs, or a comment. Calls follow the shape of the dose curve; as a rule, active = well fitted curve in the direction sought with a large enough effect; inconclusive = small, poorly fitted or top-dose-only effect, or another doubt; inactive = no such curve, though single readings can be large; an effect the other way counts as inactive or inconclusive. Potency is read from the fitted curve at half-maximal effect.

Key to letters: A = EPAC1 agonist; B = TDP43 rescue; C = PTHR1 agonist; D = EPAC2 antag; E = EPAC2 ag; F = EPAC1 antag; G = aSyn rescue; H = FUS yeast rescue
molecule: CCS(=O)(=O)c1ccc2oc(SCC(=O)NCc3ccccc3)nc2c1
  A: -5%	B: 13%	C: i	D: 0%	E: 14%	F: -11%	G: -3%	H: 0%
molecule: COc1ccc(S(=O)(=O)n2nc(OC(=O)c3ccccc3)cc2N)cc1
  A: 6%	B: 24%	C: i	D: -6%	E: 7%	F: -23%	G: -2%	H: -1%
molecule: Cc1ccc(S(=O)(=O)N2CCCN(C(=O)c3cc4ccccc4[nH]3)CC2)cc1
  A: 2%	B: 3%	C: -6%	D: -9%	E: 18%	F: -16%	G: -3%	H: ?
molecule: Cc1cc(/C(N)=N/OC(=O)c2cccc(Cl)c2)no1
  A: 2%	B: 3%	C: -21%	D: -1%	E: 8%	F: -14%	G: -1%	H: 15%
molecule: NC1=NC(c2ccccc2)CC(=O)N1 (configuration not stated)
  A: 2%	B: -12%	C: i	D: 17%	E: 3%	F: 3%	G: 10%	H: -8%
molecule: COC(=O)Nc1c(-c2ccccc2)nc2ccc(Cl)cn12
  A: 1%	B: -3%	C: -5%	D: 13%	E: 13%	F: 9%	G: -45%[inhibitor]	H: -3%
molecule: COCc1cccc(-c2csc(C(O)c3ccc(F)cc3)n2)c1 (configuration not stated)
  A: -2%	B: ?	C: -63%[inhibitor]	D: -7%	E: 14%	F: -21%	G: 2%	H: 0%
molecule: COc1ccc(N2CCN(C(=O)NC34CC5CC(CC(C5)C3)C4)CC2)cc1
  A: 0%	B: ?	C: -33%[inhibitor]	D: 3%	E: -2%	F: -14%	G: 10%	H: 15%
molecule: O=C1C(=O)N(CCCn2ccnc2)C(c2cccnc2)/C1=C(/O)c1ccc(F)cc1 (configuration not stated)
  A: 9%	B: -14%	C: i	D: -2%[57.1 µM]	E: 0%	F: -5%	G: -1%	H: 20%
molecule: Cc1ccc(CN2CC(N3CCCCC3)CS2(=O)=O)cc1 (configuration not stated)
  A: -8%	B: 15%	C: -19%	D: 1%	E: -2%	F: -26%	G: ?	H: -29%
molecule: O=C(NC(c1ccc(Cl)cc1)c1ccccn1)C1CCN(CCOc2ccc(Cl)cc2Cl)CC1 (configuration not stated)
  A: 12%	B: 23%	C: 3%	D: -7%	E: 14%	F: -8%	G: -29%	H: 38%
molecule: CCOc1ccc(N2C(=O)C3C(c4ccccc4F)NN(C(=O)c4ccc(C)cc4)C3C2=O)cc1 (configuration not stated)
  A: -12%	B: -10%	C: -9%	D: 5%	E: 1%	F: -29%	G: -4%	H: 26%
molecule: CCOC(=O)c1ccc(CNC(=O)C2CCCCC2C(=O)OCC(F)(F)F)o1 (configuration not stated)
  A: -8%	B: 0%	C: i	D: 3%	E: -8%	F: 7%	G: 0%	H: 4%
molecule: CC(C)(C)c1nc(NCCN2CCOCC2)c2nnn(Cc3ccccc3Cl)c2n1
  A: 9%	B: 0%	C: 21%[57.5 µM]	D: -9%	E: -5%	F: 5%	G: 5%	H: 25%
molecule: CCSc1nc2ccccc2c(=O)n1-c1c(C)n(C)n(-c2ccccc2)c1=O
  A: 1%	B: -7%	C: -20%	D: -7%	E: -2%	F: -26%	G: 0%	H: 5%
molecule: Cn1cccc1/C=N/N1CCN(Cc2ccccc2)CC1
  A: -7%	B: 8%	C: i	D: 13%	E: 7%	F: -14%	G: 3%	H: 7%
molecule: c1ccc(SCCOCCN2CCOCC2)cc1
  A: 6%	B: -6%	C: i	D: -2%	E: 7%	F: -2%	G: -2%	H: -2%
molecule: S=C(NC1CCCCC1)NC1CC2CCC(C1)N2Cc1ccccc1 (configuration not stated)
  A: -3%	B: -14%	C: i	D: 1%	E: 2%	F: -17%	G: 0%	H: 10%
molecule: Cc1nnc(Sc2cc(C(=O)NCCCN(C)Cc3ccccc3)c3ccccc3n2)s1
  A: -10%	B: 6%	C: i	D: 5%	E: 1%	F: -5%	G: -2%	H: .
molecule: COc1ccc(OCC(=O)Nc2ccc3c(c2)nc2n3CCSC2)cc1
  A: 3%	B: 1%	C: i	D: -9%	E: 7%	F: -3%	G: -1%	H: ?

Some of the entries so far, with values under each structure.
The line under a structure holds: EPAC1 agonist	TDP43 rescue	PTHR1 agonist	EPAC2 antag	EPAC2 ag	EPAC1 antag	aSyn rescue	FUS yeast rescue
O=C1C(=O)N(CCCn2ccnc2)C(c2cccnc2)/C1=C(/O)c1ccc(F)cc1 (configuration not stated)
 : 9%	-14%	i	-2%[57.1 µM]	0%	-5%	-1%	20%
COc1ccc(S(=O)(=O)n2nc(OC(=O)c3ccccc3)cc2N)cc1
 : 6%	24%	i	-6%	7%	-23%	-2%	-1%
COC(=O)Nc1c(-c2ccccc2)nc2ccc(Cl)cn12
 : 1%	-3%	-5%	13%	13%	9%	-45%[inhibitor]	-3%
COCc1cccc(-c2csc(C(O)c3ccc(F)cc3)n2)c1 (configuration not stated)
 : -2%	?	-63%[inhibitor]	-7%	14%	-21%	2%	0%
Cc1nnc(Sc2cc(C(=O)NCCCN(C)Cc3ccccc3)c3ccccc3n2)s1
 : -10%	6%	i	5%	1%	-5%	-2%	.

(cont.)
Key to letters: A = EPAC1 agonist; B = TDP43 rescue; C = PTHR1 agonist; D = EPAC2 antag; E = EPAC2 ag; F = EPAC1 antag; G = aSyn rescue; H = FUS yeast rescue
molecule: Cc1[nH]n(-c2ccc(Cl)c(Cl)c2)c(=O)c1CCO
  A: 5%	B: 4%	C: -58%[inhibitor]	D: -6%	E: 2%	F: ?	G: -4%	H: 29%
molecule: O=C(NCc1ccccc1)c1nc(S(=O)(=O)Cc2ccccc2)ncc1Cl
  A: -10%	B: 10µM*	C: -37%&-42%[inhibitor]	D: -13%	E: 4%	F: -12%	G: 21%	H: -9%&18%
molecule: CCOc1ccc(NC(=S)NC(=O)c2cncc(Br)c2)cc1
  A: 4%	B: 12%	C: i	D: 1%	E: 3%	F: 9%	G: -4%	H: 8%
molecule: CCOc1ccc(NC(=O)CN(C)C(=O)c2c(C)noc2C)cc1OCC
  A: -4%	B: 0%	C: 0%	D: 19%	E: 4%	F: -4%	G: 0%	H: 5%
molecule: CCOC(=O)c1c(NC(=O)CSc2nc(C)cc(C)c2C#N)sc(C(C)=O)c1C
  A: -1%	B: 4%	C: -1%	D: 6%	E: -2%	F: 4%	G: -15%	H: -22%
molecule: O=C(CCS(=O)(=O)c1ccc(Cl)cc1)Oc1ccc2c(c1)OCO2
  A: 4%	B: 15%	C: i	D: -2%	E: 12%	F: -2%	G: -2%	H: 13%
molecule: C/C(=N\NC(=O)CN(c1ccccc1)S(=O)(=O)c1ccccc1[N+](=O)[O-])C(C)(C)C
  A: -2%	B: -14%	C: i	D: 5%	E: 1%	F: -18%	G: -2%	H: .
molecule: O=C(NC1CCN(Cc2ccccc2)CC1)C1CCCN(S(=O)(=O)c2cccc3nonc23)C1 (configuration not stated)
  A: 10%	B: 12%	C: -60%[inhibitor]	D: -5%	E: 6%	F: -6%	G: -1%	H: ?
molecule: Cc1cc(-c2n[nH]c(=S)n2/N=C/c2cccs2)n[nH]1
  A: -9%	B: 10%	C: -16%	D: 5%	E: 2%	F: -8%	G: 1%	H: .
molecule: OCc1cccc[n+]1Cc1ccccc1
  A: -1%	B: 2%	C: -37%[inhibitor]	D: 1%	E: 8%	F: -23%	G: 1%	H: -4%
molecule: C#CCOCCOCCOCCNc1nc(N2CCN(C(=O)[C@H](CCCCN)n3cc([C@@H](N)[C@H](C)CC)nn3)CC2)nc(N2CCN(C(=O)[C@H](CCCCN)n3cc([C@@H](N)CC(N)=O)nn3)CC2)n1
  A: -14%	B: 8%	C: -1%	D: -10%	E: 7%	F: -25%	G: -3%	H: -6%
molecule: CC1CC(C)CN(CCC(=O)Nc2ccc(Br)cc2)C1 (configuration not stated)
  A: 2%	B: 4%	C: i	D: 1%	E: 8%	F: ?	G: 5%	H: 7%
molecule: CCN(C(=O)CSc1nc2ccccc2[nH]1)C1CCS(=O)(=O)C1 (configuration not stated)
  A: -7%	B: 3%	C: i	D: -1%	E: -4%	F: 2%	G: 1%	H: -11%
molecule: CCOc1ccc(N(C)S(=O)(=O)c2ccc3[nH]cc(C(=O)NCCCOC)c(=O)c3c2)cc1
  A: 3%	B: 16%	C: -17%	D: -15%	E: -1%	F: -19%	G: -11%	H: -12%
molecule: COc1ccc(S(=O)(=O)N2CCC(C(=O)c3ccc4c(c3)OCCO4)CC2)cc1
  A: 11%	B: 6%	C: -28%	D: -3%	E: 12%	F: -1%	G: 2%	H: 17%
molecule: Nc1ccc2cc3[nH]c4cc(N)ccc4c3nc2c1
  A: 89µM*	B: 9%	C: i	D: 231%[activator]	E: 56µM*	F: .	G: 8%	H: .
molecule: O=C(c1ccccn1)N1CCCC(N2CCN(Cc3ccc4c(c3)OCO4)CC2)C1 (configuration not stated)
  A: -3%	B: 11%	C: i	D: -3%	E: 1%	F: 2%	G: -6%	H: .
molecule: COc1ccc(S(=O)(=O)NC(=O)C2(C)CCN2C(=O)Cc2ccc(C(C)(C)C)cc2)cc1 (configuration not stated)
  A: 1%	B: 0%	C: 0%	D: 3%	E: -2%	F: -23%	G: 8%	H: 25%
molecule: O=C(Nc1ccccc1C(=O)NCCc1ccc(O)cc1)c1ccco1
  A: -7%	B: -4%	C: -6%	D: 0%	E: -6%	F: 21%	G: 1%	H: 18%
molecule: CC1CCCCC1N1CN=C(Nc2nc3ccccc3s2)NC1 (configuration not stated)
  A: 0%	B: -21%	C: 0%[57.5 µM]	D: 14%	E: -3%	F: 16%	G: -7%	H: 19%
molecule: O=C(CNS(=O)(=O)c1ccc(C(=O)N2CCOCC2)cc1)N1CCOCC1
  A: -10%	B: -1%	C: i	D: 7%	E: 3%	F: -3%	G: -12%	H: 9%
molecule: CCOc1ccc(S(=O)(=O)Nc2cccc(C(=O)NCC(c3ccco3)N(C)C)c2)cc1 (configuration not stated)
  A: 3%	B: -4%	C: 24%	D: -1%	E: 14%	F: 9%	G: -3%	H: 33%
molecule: CCOc1ccc(C(=O)Nc2cc(S(=O)(=O)Nc3ccccc3Cl)ccc2N2CCOCC2)cc1
  A: 12%	B: 2%	C: -1%	D: -5%	E: 4%	F: -3%	G: 2%	H: .
molecule: COCCCNC(=O)c1oc2ccc(S(=O)(=O)N3CCOCC3)cc2c1C
  A: -8%	B: -22%	C: -2%	D: 17%	E: 7%	F: -3%	G: 0%	H: -11%

These rows are one share of the data; count on the stated rates, not on these rows.
